pPAFAH FP inh: inhibitors of human plasma PAF acetylhydrolase (pPAFAH) | inhibition, % at 3.39 µM | recombinant pPAFAH, FP-rhodamine probe fluorescence polarization | AID 463082 | hit rate 1.5% among 330,000 | Q13093;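 active means inhibition above the mean inhibition across the screen plus 3 SD, cut at about 25% in these data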;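 further: inhibitors block binding of the rhodamine activity-based probe so polarization drops; 0% = enzyme with DMSO and 100% = wells lacking pPAFAH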
Target sequence (Q13093 whole entry, looked up): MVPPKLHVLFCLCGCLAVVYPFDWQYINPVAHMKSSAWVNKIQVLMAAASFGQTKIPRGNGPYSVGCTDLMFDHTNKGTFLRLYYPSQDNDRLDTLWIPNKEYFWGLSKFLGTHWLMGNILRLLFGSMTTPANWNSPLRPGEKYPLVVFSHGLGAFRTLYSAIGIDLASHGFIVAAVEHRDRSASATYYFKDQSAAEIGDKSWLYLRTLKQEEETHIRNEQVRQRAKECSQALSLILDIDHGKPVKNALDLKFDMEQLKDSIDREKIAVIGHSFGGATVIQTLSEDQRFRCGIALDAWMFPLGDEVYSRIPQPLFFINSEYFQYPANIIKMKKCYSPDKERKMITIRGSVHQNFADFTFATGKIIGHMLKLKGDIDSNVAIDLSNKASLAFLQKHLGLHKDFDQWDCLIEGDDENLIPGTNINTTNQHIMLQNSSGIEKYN
PAFAH1B3 FP inh: PAFAH1B3 (human) inhibition | inhibition, % at 3.39 µM | recombinant PAFAH1B3, FP-rhodamine probe, fluorescence polarization | Q15102 | hit rate 0.28% among 340,000;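 active means inhibition above the screen-wide average of all tested compounds plus 3 SD, cut at about 25% in these data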;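 further: 0% = enzyme with DMSO only and 100% = wells lacking PAFAH1B3 protein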
LYPLA2 inh: counter-screen for PME1 inhibitors: inhibitors of human LYPLA2 | hit rate 0.38% among 320,000 | recombinant LYPLA2, FP-Rh probe fluorescence polarization | inhibition, % at 5.9 µM;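 active means inhibition above the screen-wide mean plus 3 SD, limit set per campaign, cut at about 26% in these data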;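 further: 0% = LYPLA2 with DMSO and 100% = wells lacking LYPLA2 enzyme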
Target sequence (O95372 whole entry, looked up): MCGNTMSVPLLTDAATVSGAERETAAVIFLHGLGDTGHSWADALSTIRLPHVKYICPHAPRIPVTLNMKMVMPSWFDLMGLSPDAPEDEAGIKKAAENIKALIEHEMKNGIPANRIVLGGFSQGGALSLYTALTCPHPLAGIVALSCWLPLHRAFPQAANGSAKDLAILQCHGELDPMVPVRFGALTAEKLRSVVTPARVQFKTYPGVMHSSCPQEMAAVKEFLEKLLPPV
LYPLA1 counter: blocks human lysophospholipase 1, a PME1 counter-screen | O75608 | inhibition, % at 5.9 µM | recombinant LYPLA1, FP-Rh probe fluorescence polarization | hit rate 0.16% among 320,000;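 active means inhibition above the mean of all tested compounds plus 3 SD, set per campaign, cut at about 14% in these data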;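 further: inhibitors block serine hydrolase probe labeling of LYPLA1 so polarization falls; 0% = enzyme with DMSO and 100% = wells lacking LYPLA1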
PAFAH2 inh: PAFAH2 (human) inhibition | Q99487 | recombinant PAFAH2, FP-rhodamine activity probe, fluorescence polarization | inhibition, % at 3.39 µM | hit rate 0.99% among 340,000;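 active means inhibition above the mean over all tested compounds plus 3 SD, cut at about 30% in these data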;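 further: inhibitors block probe labeling of enzyme so polarization drops; 0% = enzyme with DMSO and 100% = wells lacking PAFAH2 protein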
PAFAH1B2 inh: inhibitors of human PAFAH1B2; P68402; recombinant PAFAH1B2, FP-rhodamine activity probe, fluorescence polarization; inhibition, % at 3.39 µM; hit rate 1.2% among 340,000; AID 492953;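 active means inhibition above the mean of all tested compounds plus 3 SD, cut at about 24% in these data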;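 further: 0% = enzyme with DMSO and 100% = wells lacking PAFAH1B2; many of its hits are not listed in these tables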
Target sequence (P68402 whole entry, looked up): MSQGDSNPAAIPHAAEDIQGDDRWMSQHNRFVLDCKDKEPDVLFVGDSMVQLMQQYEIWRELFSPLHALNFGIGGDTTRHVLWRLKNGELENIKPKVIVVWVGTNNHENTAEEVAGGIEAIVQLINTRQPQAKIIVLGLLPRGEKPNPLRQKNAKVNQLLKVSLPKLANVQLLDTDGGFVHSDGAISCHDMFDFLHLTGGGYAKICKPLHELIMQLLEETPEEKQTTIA
PAD4 FP inh: inhibitors of human PAD4; Q9UM07; recombinant PAD4, RCA probe fluorescence polarization; inhibition, % at 6.36 µM; hit rate 0.41% among 330,000;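 active means percent inhibition above a cutoff equal to the mean of all tested compounds plus 3 SD, cut at about 15% in these data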;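 further: 0% = PAD4 with RCA probe and DMSO and 100% = probe without PAD4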
GSTO1 counter: blocks human GSTO1 in RBBP9 counter-screen. P78417. recombinant GSTO1, activity-based probe fluorescence polarization. inhibition, % at 5.96 µM. hit rate 1.1% among 300,000. AID 1974;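 active means inhibition above the campaign mean inhibition plus 3 SD, cut at about 35% in these data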;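 further: 0% = GSTO1-1 with DMSO and 100% = wells lacking GSTO1-1 enzyme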
PME-1 inh: blocks human protein phosphatase methylesterase 1. hit rate 0.53% among 320,000. inhibition, % at 5.9 µM. recombinant PME-1, FP-Rh probe fluorescence polarization. Q9Y570;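 active means inhibition above the campaign mean of all compounds plus 3 SD, cut at about 26% in these data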;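 further: competitive labeling of PME-1 active site by serine hydrolase directed probe; 0% = PME-1 with DMSO and 100% = wells lacking PME-1 enzyme; inhibitors block probe labeling so polarization falls and inhibition rises; many of its hits are not listed in these tables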
The depositor's hits bear a star; / = no result given.

SMILES | pPAFAH FP inh | PAFAH1B3 FP inh | LYPLA2 inh | LYPLA1 counter | PAFAH2 inh | PAFAH1B2 inh | PAD4 FP inh | GSTO1 counter | PME-1 inh
N#C/C(=C\c1cccc([N+](=O)[O-])c1)c1nnc2n1CCCCC2 | 2 | 12 | -3 | -3 | -2 | 3 | -2 | 1 | 1
CCn1ncc(CN2CCN(Cc3cccc(OC)c3)C(CCO)C2)c1C (stereo not given) | 5 | 1 | -11 | -5 | 2 | -2 | 5 | 3 | 4
CCOc1ccc(-c2c(C(=O)N/N=C/c3ccc(Cl)cc3)nnn2-c2nonc2N)cc1 | -6 | -17 | -26 | -12 | -23 | -6 | -8 | -7 | -33
CCN(CC)C(=O)c1sc(NC(=O)c2c(OC)cccc2OC)c(C#N)c1C | 0 | -9 | 2 | 4 | 3 | 0 | 1 | 13 | -8
CCN(CC(=O)Nc1ccc2c(c1)OCCO2)c1nc(-c2cccnc2)nc2ccccc12 | -1 | 0 | -4 | -2 | -3 | 1 | -9 | -5 | 2
Cc1onc(-c2ccccc2Cl)c1C(=O)Nc1nnc(C(C)C)s1 | -1 | 8 | -1 | -1 | 9 | 2 | 3 | -6 | 2
O=C(/C=C/c1cccc([N+](=O)[O-])c1)OCC(=O)N1CCN(C(=O)c2ccco2)CC1 | 3 | 8 | / | / | 5 | 0 | 1 | / | /
COCCNC(=O)CSc1ccc(-c2nc3ccccc3[nH]2)cn1 | -1 | -2 | 5 | 0 | -6 | -1 | 0 | 2 | -5
O=C(NCc1cccnc1)c1nnc(Cc2ccc(F)cc2)o1 | 21 | 0 | -4 | 0 | 9 | 4 | -6 | 1 | -2
CCCCCCOc1ccc(NC(=O)CC2C(=O)N(CC)C(=S)N2Cc2ccco2)cc1 (stereo not given) | 7 | 13 | -10 | -15 | -37 | 2 | -4 | -7 | -13
COc1cc(/C=N/NC(=O)c2ccc(N(C)S(=O)(=O)c3ccccc3)cc2)cc(OC)c1OC | 5 | -5 | 2 | 0 | -3 | 1 | -3 | 2 | 10
CCn1cc(C(=O)OCC(=O)Nc2ccc(S(=O)(=O)N3CCCC3)cc2)c(=O)c2ccc(C)nc21 | 2 | 1 | -5 | -1 | -6 | -2 | 0 | 0 | 2
O=C(/C=C/c1ccccc1Cl)OCC(=O)N1CCCC1 | -6 | 14 | / | / | 4 | 1 | -4 | / | /
COc1ccc(-n2ncc3c2CC(C)(C)CC3NC(=O)CCc2c(C)noc2C)cc1 (stereo not given) | 3 | 6 | 0 | -2 | -72 | -4 | 3 | -2 | -2
COCCNC(=O)C12CC3CC(C1)CC(c1ccccc1)(C3)C2 | 5 | 12 | 0 | -3 | -9 | 23 | -2 | 8 | -2
CC(C)(C)c1ccc(C(=O)N2CCNCC2)cc1 | 27* | 6 | 10 | 1 | -3 | 1 | -2 | -1 | -9
Cc1ccc(S(=O)(=O)Nc2cccc3cccnc23)cc1 | 3 | 13 | -1 | -1 | 10 | 6 | -2 | 17 | 11
Cc1nnc(SC(C)C(=O)Nc2ccc3ccccc3c2)n1C (stereo not given) | -1 | 5 | 0 | 1 | 1 | 3 | -3 | / | 1
COc1cc2c(cc1OC)CN(C(=O)CCNS(=O)(=O)c1ccc(Br)cc1)CC2 | -5 | 3 | -5 | -1 | 6 | 4 | 6 | -5 | -4
O=C(NCc1ccon1)C1CCC(=O)N(CCc2ccc(Cl)cc2)C1 (stereo not given) | -6 | 6 | -2 | -2 | 3 | 0 | -1 | 4 | 4
CCC(=O)N(Cc1cc(=O)[nH]c2ccccc12)c1ccccc1 | 8 | 12 | -2 | -1 | 2 | -3 | 21* | -5 | 2
CC[C@@]12C(=O)N(c3cccc(C)c3)C(=O)N1[C@H](c1ccc(OC)cc1)[C@@H]1C(=O)N(C(C)(C)C)C(=O)[C@@H]12 | -1 | -1 | 5 | 2 | -2 | 3 | 1 | 1 | 3
O=C(Cn1cnc2c(oc3ccccc32)c1=O)N1CCCc2ccccc21 | 1 | 2 | -1 | 1 | 1 | 7 | -4 | -2 | 0
COc1ccc(/C=C(\C#N)C(=O)Nc2cccc3ncccc23)cc1OC | 1 | 9 | -11 | -6 | -1 | 2 | 1 | 12 | -3
CC(C)Cc1nnc(NC(=O)CC(C)c2ccccc2)s1 (stereo not given) | 8 | 1 | 1 | 0 | 0 | 7 | 1 | 5 | 0
O=C(Cc1ccsc1)NNC(=O)c1ccc(F)cc1 | 7 | 0 | -3 | 2 | 11 | 4 | -2 | 11 | 4
O=C(Oc1ccccc1)N1CCN(c2ccc(F)cc2)CC1 | 6 | 7 | 6 | -4 | -2 | 6 | 5 | 7 | 4
COCCNC(=O)Cn1nc(-c2ccccc2OC)ccc1=O | 0 | 9 | -5 | 0 | -2 | 2 | -6 | -1 | 1
COc1ccc(NC(=O)/C(N=Nc2ccc(Cl)c(S(=O)(=O)Nc3ccc(Cl)cc3)c2)=C(\C)O)cc1 | -2 | 4 | / | / | 0 | -4 | 2 | / | /
CC(=O)N1CCN(CC(=O)Nc2c(Cl)ccc(C)c2Cl)CC1 | 2 | 5 | 0 | -2 | 1 | 1 | -2 | -3 | -5
Clc1ccccc1CSc1cc2c(nn1)-c1ccccc1CC2 | -1 | 2 | 0 | -1 | -5 | 0 | -2 | -1 | -13
COc1ccc(-c2cc(=O)oc3cc(OCc4nn[nH]n4)ccc23)cc1 | -1 | 5 | 8 | -6 | 0 | -4 | -1 | -9 | -3
Nc1nonc1-n1nnc(C(=O)N/N=C/c2cccnc2)c1CSC1=NCCS1 | 2 | 6 | -8 | 0 | 1 | 6 | 35* | -17 | 0
O=S(=O)(c1ccc(F)cc1)N1CCC(c2nc3ccccc3[nH]2)CC1 | 3 | 7 | -1 | 2 | -10 | 1 | 4 | 3 | 3
O=C(COC(=O)c1ccc(Cl)nc1)NCc1ccc(F)cc1 | 9 | 1 | / | / | 11 | -3 | 3 | / | /
CC(C)(C)n1nnnc1CN1CCN(C2CCCC2)CC1 | -2 | 3 | 1 | 3 | 4 | -1 | -2 | 3 | 1
O=C(C1CCN(S(=O)(=O)N2CCC3(CC2)OCCO3)CC1)N1CCCCC1 | 3 | 6 | 7 | 2 | -7 | 2 | -1 | 4 | 3
N#CCC(=O)Nc1ccc(C(=O)OCC(=O)c2ccc3c(c2)NC(=O)CO3)cc1 | 3 | 2 | -15 | -17 | -7 | -5 | -17 | / | -37
COc1ccc(CCNS(=O)(=O)c2ccc3c(c2)CCCC3)cc1OC | 3 | 3 | / | / | 1 | -1 | 7 | / | /
O=C(NCCc1nnc2ccc(NCc3cccnc3)nn12)c1ccccc1F | 6 | 5 | 5 | 0 | 6 | 5 | 0 | 6 | 0
CCCC(=O)NC(c1ccccc1)c1c(O)ccc2ccccc12 (stereo not given) | -11 | 3 | 2 | -3 | 5 | -1 | 3 | -7 | 1
O=C1NN(c2cccc(Br)c2)C(=O)/C1=C\c1ccc(N2CCOCC2)cc1 | 3 | 4 | -3 | -2 | 3 | 3 | -4 | 8 | 2
O=C(c1ccc(F)cc1)C1CCN(C(=S)Nc2ccc(F)cc2)CC1 | -3 | 1 | -3 | -5 | 7 | 6 | -6 | 7 | 2
CSCC[C@H](NC(=O)Nc1ccc(C)cc1)C(=O)O | 1 | 5 | 0 | -3 | 3 | 3 | -8 | 5 | 2
O=C(COC(=O)c1ccc(O)cc1)Nc1nccs1 | -1 | 3 | -2 | 1 | 18 | 3 | -3 | 1 | -1
CC(C)C(O)(C#CCN1CCCCCC1)c1ccccc1 (stereo not given) | 3 | 5 | -2 | -1 | -1 | 1 | -1 | -4 | -3
Nc1nc(CSc2nc3ccccc3s2)nc(Nc2ccccc2)n1 | -9 | / | -19 | -16 | / | / | 6 | -7 | -57
O=C(COC(=O)c1ccc[n+]([O-])c1)Nc1cc([N+](=O)[O-])ccc1Cl | 6 | 2 | / | / | -1 | -1 | -4 | / | /

Ordered by length of the SMILES (low to high): 8 of the compounds above
SMILES | pPAFAH FP inh | PAFAH1B3 FP inh | LYPLA2 inh | LYPLA1 counter | PAFAH2 inh | PAFAH1B2 inh | PAD4 FP inh | GSTO1 counter | PME-1 inh
CC(C)C(O)(C#CCN1CCCCCC1)c1ccccc1 (stereo not given) | 3 | 5 | -2 | -1 | -1 | 1 | -1 | -4 | -3
CSCC[C@H](NC(=O)Nc1ccc(C)cc1)C(=O)O | 1 | 5 | 0 | -3 | 3 | 3 | -8 | 5 | 2
Nc1nc(CSc2nc3ccccc3s2)nc(Nc2ccccc2)n1 | -9 | / | -19 | -16 | / | / | 6 | -7 | -57
O=C(NCCc1nnc2ccc(NCc3cccnc3)nn12)c1ccccc1F | 6 | 5 | 5 | 0 | 6 | 5 | 0 | 6 | 0
O=C(c1ccc(F)cc1)C1CCN(C(=S)Nc2ccc(F)cc2)CC1 | -3 | 1 | -3 | -5 | 7 | 6 | -6 | 7 | 2
O=C1NN(c2cccc(Br)c2)C(=O)/C1=C\c1ccc(N2CCOCC2)cc1 | 3 | 4 | -3 | -2 | 3 | 3 | -4 | 8 | 2
N#CCC(=O)Nc1ccc(C(=O)OCC(=O)c2ccc3c(c2)NC(=O)CO3)cc1 | 3 | 2 | -15 | -17 | -7 | -5 | -17 | / | -37
O=C(COC(=O)c1ccc[n+]([O-])c1)Nc1cc([N+](=O)[O-])ccc1Cl | 6 | 2 | / | / | -1 | -1 | -4 | / | /

(next part)
SMILES | pPAFAH FP inh | PAFAH1B3 FP inh | LYPLA2 inh | LYPLA1 counter | PAFAH2 inh | PAFAH1B2 inh | PAD4 FP inh | GSTO1 counter | PME-1 inh
O=[N+]([O-])c1ccc2nc(-c3ccccc3)[nH]c2c1 | 6 | 6 | -3 | -1 | -5 | 10 | -2 | -13 | -12
COc1cc(C2N(c3ccc(Cl)cc3)C(=O)C3CCCN32)cc(OC)c1OC (stereo not given) | -2 | 6 | -7 | 3 | 2 | 0 | 0 | 0 | -7
COc1ccccc1CNC(=O)C1CCN(S(=O)(=O)c2ccc3c(c2)OCCO3)CC1 | -4 | -3 | 1 | 0 | -1 | 2 | -9 | -2 | 2
CCOc1ccc(C(=O)Nc2nccs2)cc1[N+](=O)[O-] | -3 | 4 | 6 | 4 | 3 | -5 | -3 | 2 | -7
NC(=S)N/N=C/c1ccc(-n2nncc2-c2ccc(Cl)cc2)cc1 | 2 | 5 | -3 | -5 | 4 | 17 | 10 | 4 | -1
CCN(C(=O)COc1ccccc1)c1nnc(-c2cccnc2)s1 | 1 | 6 | -4 | 0 | -4 | 4 | 1 | 0 | 1
COc1cc(NC(=O)CCc2nnc3ccc(N4CCC(C)CC4)nn23)cc(OC)c1 | 6 | 5 | 2 | -2 | -3 | 8 | -2 | 6 | -9
CC(C)N(Cc1cnn(C)c1)Cc1nc(COc2ccccc2)no1 | 3 | 9 | -9 | -1 | -5 | 0 | 2 | -3 | -3

Bioassay records as filed in PubChem.

This is a subset (hit frequency here may not be typical).
